14-3-3 Bad PPI – disrupts binding of bovine 14-3-3 zeta to phospho-Bad peptide; P63103; TR-FRET 14-3-3zeta/Dy647-pBad peptide displacement, 1 h; inhibition, % at 21.7 µM; 220,000 tested, 0.71% active; AID 781;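 active = inhibition above about 70%, limit read from the data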;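 note: 0% = full 14-3-3 plus peptide FRET controls and 100% = background without 14-3-3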
Rad51 HR inh – blocks human Rad51 in homologous recombination; Q06609; hRad51 DNA strand exchange, fluorescence dequenching; inhibition, % at 10 µM; 200,000 tested, 0.085% active; AID 1385;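 active = inhibition above 40% at the single screening dose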;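 note: 0% = DMSO control wells and 100% = blanks with heterologous ssDNA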
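material = hRad51 filaments on single-stranded DNA | reagent = Donor/quencher-labelled 47-bp dsDNA substrate | compound = 10 µM final, single point | schedule = strand-exchange reaction 15 min at room temperature | measured by = fluorescein emission 520 nm, excitation 485 nm | read-out basis = % inhibition versus plate control and blank means | benchmarks = plate controls and plate blanks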
Hck Nef HTS – inhibitors of human Hck kinase activated by Nef | inhibition, % at 20 µM | Recombinant Hck-YEEI plus Nef, Z-Lyte FRET kinase assay | P08631 | 220,000 tested, 0.68% active | AID 463187;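 active = Hck-Nef kinase inhibition above about 50%, limit read from the data; inactive = inhibition below that limit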;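 note: 0% = DMSO with Hck plus Nef and 100% = Hck alone without Nef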
Target sequence (P08631 whole entry, looked up): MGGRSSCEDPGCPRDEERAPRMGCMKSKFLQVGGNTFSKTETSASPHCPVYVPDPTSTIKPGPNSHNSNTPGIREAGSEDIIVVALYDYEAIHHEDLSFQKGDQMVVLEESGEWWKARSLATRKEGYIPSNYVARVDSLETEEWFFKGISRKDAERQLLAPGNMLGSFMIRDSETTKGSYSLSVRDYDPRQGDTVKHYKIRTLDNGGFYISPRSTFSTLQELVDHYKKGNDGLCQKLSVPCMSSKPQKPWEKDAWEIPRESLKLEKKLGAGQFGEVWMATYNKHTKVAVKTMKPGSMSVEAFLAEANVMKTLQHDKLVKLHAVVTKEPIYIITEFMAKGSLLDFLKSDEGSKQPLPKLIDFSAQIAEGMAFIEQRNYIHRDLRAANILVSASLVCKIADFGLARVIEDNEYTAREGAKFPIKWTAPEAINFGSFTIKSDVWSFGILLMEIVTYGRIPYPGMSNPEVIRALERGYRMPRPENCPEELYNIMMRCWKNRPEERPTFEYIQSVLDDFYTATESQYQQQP
PGE2 EP2 inh – inhibitors of human EP2 prostaglandin E2 receptor; C6 glioma cells expressing human EP2, cAMP TR-FRET; cells stimulated with saturating PGE2; inhibition, % at 25 µM; P43116; 260,000 tested, 0.52% active;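 active = percent inhibition above 40 after rounding to a whole number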;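 note: rat C6 glioma host cells with rolipram phosphodiesterase inhibitor present; the protocol text gives 20 µM as final concentration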
Target sequence (P43116 whole entry, looked up): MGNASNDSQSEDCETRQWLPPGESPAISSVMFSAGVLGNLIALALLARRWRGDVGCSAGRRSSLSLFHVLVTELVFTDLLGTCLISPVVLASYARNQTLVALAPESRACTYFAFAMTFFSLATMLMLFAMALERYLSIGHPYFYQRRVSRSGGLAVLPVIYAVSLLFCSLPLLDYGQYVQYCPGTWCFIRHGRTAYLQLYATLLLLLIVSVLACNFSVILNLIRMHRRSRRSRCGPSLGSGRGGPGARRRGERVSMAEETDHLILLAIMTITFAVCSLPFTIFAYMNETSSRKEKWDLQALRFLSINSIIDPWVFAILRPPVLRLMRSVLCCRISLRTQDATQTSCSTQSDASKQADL
Tb hexokinase – T. brucei hexokinase 1 inhibition; recombinant TbHK1, G6PDH-coupled NADH A340; inhibition, % at 10 µM; 220,000 tested, 0.11% active; AID 1430;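 active = inhibition of 50% or more in the single-dose primary screen; inactive = inhibition below 50%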
Calpain2 inh – blocks pig calpain II enzyme activity; purified calpain II, fluorogenic peptide substrate, 30 min; inhibition, % at 16 µM; 220,000 tested, 0.37% active;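 active = inhibition above about 50%, limit read from the data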
eIF4E-4G inh – blocks eIF4E binding to eIF4G; P63073+Q04637; TR-FRET eIF4E-eIF4GI(517-606) binding, 2 h; inhibition, % at 21.7 µM; 220,000 tested, 0.37% active; AID 782;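 active = inhibition above about 30%, limit read from the data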;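 note: 0% = full FRET control wells and 100% = background wells lacking eIF4GI fragment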
EP2 modulator – EP2 receptor (human) modulation; P43116; EP2-expressing cells, cAMP HTRF FRET, PGE2 co-stimulation; induction, % at 25 µM; 260,000 tested, 0.83% active; AID 940;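 active = compounds whose cAMP rise, as percent of the full-agonist control response, exceeds 60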;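 note: rat C6 glioma line stably carrying human EP2 under a CMV promoter; the protocol text gives 20 µM as final concentration; 100% = response of wells given 1 µM PGE2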
zVAD death inh – blocks zVAD induced death of L929 cells | L929 zVAD necroptosis rescue, ATP luminescence, 24 h; with zVAD 60 µM | viability rescue, % at 10 µM | 220,000 tested, 0.38% active;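 active = activation, scaled between plate controls, above about 75%, limit read from the data; inactive = activation under that limit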;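 note: 0% = zVAD with DMSO and 100% = DMSO alone without zVAD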
Numbers without * were called inactive; / = no result given; [ ] = dose if it differs, or a comment. The list is partial; count on the stated rates, not on these rows.

SMILES	14-3-3 Bad PPI	Rad51 HR inh	Hck Nef HTS	PGE2 EP2 inh	Tb hexokinase	Calpain2 inh	eIF4E-4G inh	EP2 modulator	zVAD death inh
CC(C)C(C)NC(=O)CSc1nnc(-c2c[nH]c3ccccc23)o1 (stereo not drawn)	4	/	0	7	-3	26	0	-29	0.2
CCN(CC)CCNC(=O)Cn1nc(-c2ccc(C)cc2)ccc1=O	4	0	0	8	-3	-15	5	15	-0.2
Cc1ccc(-c2cc(N)n(-c3ccc(C)cc3)n2)cc1	-4	-11	-1	8	-1	-21	2	41	-0.3
CCCCNC(=O)Cn1c2c(c(-c3ccccc3Cl)cc1=O)CCC2	-8	0	2	13	-10	-23	2	18	0.5
O=C(Nc1ccc(Cl)cc1)NC1CCCCNC1=O (stereo not drawn)	3	19	14	7	40	-8	-1	-27	0.1
CCNC(=S)N(CCc1c(C)[nH]c2ccc(C)cc12)Cc1cccs1	-28	3	26	4	-1	-3	2	46	1.1
O=C(Nc1nccs1)C1CC(=O)N(c2ccccc2Cl)C1 (stereo not drawn)	8[fluorescence artefact?]	3	-3	2	2	-10	0[fluorescence artefact?]	34	-0.6
COC(=O)c1sccc1NC(=S)Nc1ccc(F)cc1	-11	2	-3	8	-5	14	-3	16	-0.2
O=C(NC1CCCCC1)C(=O)N(Cc1cccnc1)C(C(=O)NCc1ccco1)c1ccccc1 (stereo not drawn)	-4	2	21	4	-7	3	-2	13	0.9
C=CCc1cc(Cl)ccc1OCCN(C)C	2	6	2	4	3	-21	5	0	-0.1
Cc1ccc2cc(CCNC(=O)C(C)C)c(=O)[nH]c2c1C	-5	-6	19	5	-15	7	1	1	0.9
COC(=O)c1ccc(-c2sc3nc(N4CCOCC4)c4c(c3c2N)CC(C)(C)OC4)o1	6	9	-9	22	-13	-96	-11	-12	8.2
COCCCN1C(=O)c2ccc(C(=O)NCc3ccco3)cc2C1=O	16	4	0	13	1	7	1	-8	-0.6
O=C(COC(=O)CN=C1NS(=O)(=O)c2ccccc21)Nc1ccccc1OC(F)F	-2	-6	-2	1	0	19	4	6	0.9
CC1(O)N(Cc2ccccc2)C(=O)OC12CCCCC2 (stereo not drawn)	6	-1	1	6	-4	-10	6	10	1.1
CCCCn1c(CN(C)Cc2ccccc2)nc2c1c(=O)n(C)c(=O)n2C	1[fluorescence artefact?]	-1	0	3	-3	4	1	15	0.7
O=C(COC(=O)C1CCC(=O)N1)Nc1cc(Cl)ccc1Cl (stereo not drawn)	27	6	2	4	8	0	1	-1	0.9
OCC1OC(n2nnc3ccccc32)C(O)C(O)C1O (stereo not drawn)	-4	4	0	14	4	-11	0[fluorescence artefact?]	14	-0.5
O=C(NCC1CCCO1)c1ccc2c(=O)n(CC3CCCO3)c(=S)[nH]c2c1 (stereo not drawn)	-15	4	1	11	-5	-22	-5	-4	-0.3
CC1(C)Cc2c(c(-c3ccco3)[nH]c(=O)c2C#N)CO1	-15	3	10	10	-15	-34	3	29	0.0
O=C(CNC(=O)c1cccs1)NCCN1CCC(Cc2ccccc2)CC1	-1	-1	1	1	5	12	-1	8	-0.5
O=C(Cc1ccc(Br)cc1)Nc1ccccc1Sc1ccccc1	2	5	0	0	2	15	5	68*	-0.2
CS(=O)(=O)c1nc(-c2ccc(Br)cc2)n[nH]1	9	-4	9	-1	2	31	10	-5	0.9
CCCN(CCC)CCCNC(=O)c1cc2c(=O)n(C)c3ccccc3c2n1C	-5[fluorescence artefact?]	-3	1	5	6	-44	2[fluorescence artefact?]	2	79*
Cc1ccc(NC(=O)CSc2nnc(CNC(=O)c3cccs3)o2)c(C)c1	-7	6	-6	9	1	-7	-9	2	0.9
Cc1cccc(OC(=O)Cn2c(C(F)(F)F)nc3ccccc32)c1	11	/	0	/	4	-2	4	-16	-0.1
CC1CN(C(=O)c2ccc(COCC(F)(F)F)o2)CC(C)O1 (stereo not drawn)	3	7	1	4	2	-15	-4	-6	-0.5
Cc1[nH]c2ccccc2c1C(=O)COC(=O)c1ccc([N+](=O)[O-])s1	12	-8	15	29	-11	44	3	-81	-0.2
C/C(CC(=O)C(F)(F)F)=N\NC(=O)/C(C#N)=C/N(C)C	-10	-1	21	7	-15	17	1	-10	-0.9
C=CCn1c(SCC#N)nc2c(c1=O)C(C)(C)Cc1ccccc1-2	-5	/	-2	/	-5	19	-3	54	0.5
CC(=O)c1c(C)nc(-c2ccc(OCC(=O)Nc3ccc(F)cc3)cc2)n1O	-6	21	6	10	-14	-11	-1	23	2.3
CCCc1nc(SCC(=O)Nc2nnc(SCC)s2)c2c(=O)n(C)c(=O)n(C)c2n1	4	-7	14	11	5	9	3	-22	-0.5
CCOC(=O)c1c[nH][nH]c1=O	3	3	7	7	7	2	5	9	0.4
CC(=O)N1CCN(CCN(CC2C(C)C=C(C)CC2C)C(C)=O)CC1 (stereo not drawn)	0	-3	0	12	1	-3	5[fluorescence artefact?]	16	-0.6
C/C(=N\NC(=O)c1ccc(Cl)c(S(=O)(=O)Nc2ccccc2Cl)c1)c1ccncc1	-4	2	3	7	-7	-1	-1[fluorescence artefact?]	12	0.4
COc1ccc(-c2nn(-c3ccccc3)cc2C2CC(c3cccs3)=NN2C(=O)CCCC(=O)O)cc1 (stereo not drawn)	-5	/	-2	/	-17	-27	1	4	-0.1
COc1ccc(NC(=O)CSc2nnc(Cc3cccn3C)n2-c2ccc(C)cc2)cc1OC	0[fluorescence artefact?]	-8	5	3	-7	-10	-4	9	0.2
Cc1ccc(S(=O)(=O)CC(O)COc2ccccc2C#N)cc1 (stereo not drawn)	-7	1	-1	7	-7	8	2	-20	0.8
CCOC(=O)c1cnc(SC)nc1Nc1cccc(F)c1	8	-4	-1	6	-4	-15	1	54	-0.6
CC1Cc2ccccc2N1C(=O)CSc1nnc(CNc2ccccc2)o1 (stereo not drawn)	-7	-1	0	9	-1	5	2	-8	0.0
O=[N+]([O-])c1cnc(N2CCCCC2)c([N+](=O)[O-])c1	-4	13	8	5	-17	11	18	6	0.3
O=C(Nc1cc(=O)c2ccccc2o1)N1CCCCC1	-7	0	-7	7	-21	-4	-2	6	0.1
CC1CN(C(=O)N(C)C)CCN1C(=O)N(C)C (stereo not drawn)	-5	13	-15	17	0	-1	2	19	1.4
O=C(c1ccco1)c1nnn(Cc2ccccc2)c1-c1ccccc1	22	3	1	2	5	2	8[fluorescence artefact?]	19	0.2
COc1cccc(C2C(C(=O)Nc3ccccc3)=C(C)N=c3s/c(=C/c4ccc(OCC(=O)O)cc4)c(=O)n32)c1 (stereo not drawn)	-10	/	3	8	30	-53	0	17	0.9

Arranged by number of heavy atoms (falling): part of the list above
SMILES	14-3-3 Bad PPI	Rad51 HR inh	Hck Nef HTS	PGE2 EP2 inh	Tb hexokinase	Calpain2 inh	eIF4E-4G inh	EP2 modulator	zVAD death inh
COc1ccc(NC(=O)CSc2nnc(Cc3cccn3C)n2-c2ccc(C)cc2)cc1OC	0[fluorescence artefact?]	-8	5	3	-7	-10	-4	9	0.2
CC1Cc2ccccc2N1C(=O)CSc1nnc(CNc2ccccc2)o1 (stereo not drawn)	-7	-1	0	9	-1	5	2	-8	0.0
O=[N+]([O-])c1cnc(N2CCCCC2)c([N+](=O)[O-])c1	-4	13	8	5	-17	11	18	6	0.3
CCOC(=O)c1c[nH][nH]c1=O	3	3	7	7	7	2	5	9	0.4

(more compounds)
SMILES	14-3-3 Bad PPI	Rad51 HR inh	Hck Nef HTS	PGE2 EP2 inh	Tb hexokinase	Calpain2 inh	eIF4E-4G inh	EP2 modulator	zVAD death inh
S=C(Cc1cccnc1)N1CCOCC1	5	-3	0	12	35	10	-2	6	0.6
Cc1ccc(C(=O)c2cc3c(cc2[N+](=O)[O-])OCCO3)cc1	9	-1	-6	7	-13	18	9	-29	1.4
COc1cc(C(=O)OCC(=O)Nc2cc(C)on2)ccc1OCc1ccccc1Cl	-1[fluorescence artefact?]	-3	8	10	6	14	5[fluorescence artefact?]	8	68
O=C(Nc1cccc2ccccc12)N1CCN(Cc2ccc3c(c2)OCO3)CC1	1	-4	1	9	-5	7	3	-39	-0.1
CCOc1ccccc1NC(=O)CSc1nnc(-c2ccco2)o1	5	-1	2	5	-3	3	4	-1	0.5
O=C(O)CCCCCNC(=O)CCn1cnc2ccccc2c1=O	3[fluorescence artefact?]	-5	4	8	11	-16	0[fluorescence artefact?]	20	1.6
O=C(C1=C[C@H](c2ccc(Br)cc2)C[C@H](OCCCCO)O1)N1CCOCC1	2	-4	10	15	-11	-7	1	13	0.0
O=C(CSc1cccc(C(F)(F)F)c1)Nc1ccc(Cl)cc1Cl	-3	-3	0	4	-3	-17	7	18	-0.1
COC(=O)c1ccccc1OCC(=O)N1CCN(c2ccc(F)cc2)CC1	-12	-1	-1	18	2	8	0[fluorescence artefact?]	-51	0.2
O=C1CCc2cc(S(=O)(=O)N3CCCC3C(=O)N3CCN(c4ccccc4)CC3)ccc2N1 (stereo not drawn)	5[fluorescence artefact?]	/	0	/	-5	-46	2[fluorescence artefact?]	-16	0.7
CC(=O)Nc1nnc(-c2ccc(Cl)s2)o1	3[fluorescence artefact?]	6	7	4	-12	-62	-4[fluorescence artefact?]	0	1.1
COc1ccc(CCN2CNc3c(c(=O)n(C)c(=O)n3C)C2)cc1	4	-2	-1	10	-6	-9	3	23	5.2
O=C(COC(=O)c1cccc(S(=O)(=O)NCc2ccccc2)c1)c1ccccc1	0	-2	3	8	3	2	2[fluorescence artefact?]	-33	0.9
O=C(NCc1ccco1)c1cc([N+](=O)[O-])cc([N+](=O)[O-])c1	1[fluorescence artefact?]	24	3	12	-9	-5	-2	20	0.1
CC(c1nnc(SCC(=O)Nc2cccnc2Cl)n1Cc1ccccc1)N(C)C (stereo not drawn)	6	-27	12	5	3	29	1	2	0.0
c1cc(CNC2C3CC4CC(C3)CC2C4)ccn1 (stereo not drawn)	-3	17	-32	5	0	-5	-2	26	4.7
CN(C)C(CNC(=O)c1ccc2ccccc2c1)c1ccco1 (stereo not drawn)	2	21	24	3	1	18	0	-29	3.3
Cc1c(S(=O)(=O)NCc2ccccc2)c(=O)n(C)c(=O)n1C	4	-3	7	8	-3	22	7	-23	-0.1
CCOc1cc(/C=N/NC(=O)COc2ccccc2C)ccc1OC(=O)c1cccs1	0	13	-1	7	1	-5	-12	51	0.4
CCN1C(=O)C2(C(C(=O)c3cc4ccccc4o3)=C(O)C(=O)N2CCCN(C)C)c2ccccc21 (stereo not drawn)	-8	-14	19	16	-28	-13	-3	38	0.7
Cc1ccc(C)n1C(CC(=O)O)c1ccc(C#N)cc1 (stereo not drawn)	1	/	18	4	20	-8	-2	19	-0.5
CCC(CC)NC(=O)c1cc(OC)c(OC)c(OC)c1	-9	-3	-4	16	2	21	5	1	8.3
O=c1oc2ccccc2c(N2CCCC2)c1[N+](=O)[O-]	-10	7	20	12	-11	-13	0	22	3.1
Cc1onc(-c2ccccc2)c1C(=O)NC(=S)Nc1sc2c(c1C#N)CCCC2	-6[fluorescence artefact?]	-1	-3	0	-2	14	0	14	-0.9
C[C@H]([C@@H](N)C(=O)N[C@@H](C(=O)O)[C@@H]1O[C@H](n2ccc(=O)[nH]c2=O)[C@@H](O)[C@H]1O)[C@@H](O)c1ccc(O)cn1	-8	-6	-7	11	4	23	-3	24	0.0
COc1cccc2c(=O)n(CC(=O)N3CCCc4ccccc43)ccc12	13	1	0	8	-13	10	2	-11	0.5

Compound activity as filed in PubChem.
